Compound activity (PubChem BioAssay)
PKA-R1A act: activators of PKA-R1A complex | P00514+P68181 | PKA-R1A dissociation, Cy5-IP20 fluorescence polarization; scaled: DMSO 0%, 113 µM cGMP 100% | activation, % at 11.4 µM | hit rate 0.083% among 340,000 | AID 504707;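 active means percent activation above the mean of all tested compounds plus 3 SD, cut at about 19% in these data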;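 further: higher means more PKAc released from R1A so a rise in polarization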
HTR5A ag: activates human HTR5A in OPRM1-OPRD1 agonist counter-screen; hit rate 0.61% among 340,000; P47898; activation, % at 9.3 µM; HTR5A agonist assay, luminescence, cell-based; AID 504692; in the data active means activation mostly above about 9.5%, no sharp cut-off; inactive means mostly below about 7.6%;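 further: 0% = cells with vehicle only and 100% = reference agonist; strong numbers were not always called active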
Target sequence (P47898 whole entry, looked up): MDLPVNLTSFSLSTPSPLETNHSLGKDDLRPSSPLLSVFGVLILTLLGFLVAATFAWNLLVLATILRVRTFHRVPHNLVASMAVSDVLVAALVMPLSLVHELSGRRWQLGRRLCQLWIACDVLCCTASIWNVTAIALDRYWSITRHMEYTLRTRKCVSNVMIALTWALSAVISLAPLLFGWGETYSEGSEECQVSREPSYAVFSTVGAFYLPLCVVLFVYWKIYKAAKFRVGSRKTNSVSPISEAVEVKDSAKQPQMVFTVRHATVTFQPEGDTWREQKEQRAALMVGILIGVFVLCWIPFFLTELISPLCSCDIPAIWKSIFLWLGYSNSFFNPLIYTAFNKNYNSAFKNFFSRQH
DAGLB inhibitor: blocks human DAGLB lipase activity; Q8NCG7; HEK293T DAGLB membrane lysate, EnzChek fluorogenic substrate; inhibition, % at 5.17 µM; hit rate 0.059% among 340,000; AID 504411; in the data active means inhibition above about 34%;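 further: 0% = enzyme with vehicle and 100% = wells lacking enzyme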
E coli growth: counter-screen for AddAB inhibitors: E. coli growth inhibition | E. coli V3065 growth, OD600 absorbance, 18 h | inhibition, % at 11.9 µM | hit rate 0.27% among 330,000;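 active means inhibition above the campaign's mean inhibition across all tested compounds plus 3 SD, cut at about 9.9% in these data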;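 further: uninfected addAB+ strain grown without phage in ampicillin broth; 0% = DMSO wells and 100% = ciprofloxacin 0.95 µg/ml wells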
PKA-R2B activ: activators of human PKA-R2B complex; P22694+P31323; PKA-R2B holoenzyme dissociation, Cy5-IP20 fluorescence polarization; R2B truncated from residue 108, S112A mutant; 0% DMSO only, 100% 113 µM cGMP; activation, % at 11.4 µM; hit rate 0.079% among 340,000; AID 504700;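 active means activation above a cutoff set at the mean over all compounds plus 3 SD, cut at about 18% in these data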;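 further: higher means more holoenzyme dissociation and a rise in polarization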
Mot1-301 SUMO: inhibitors of SUMOylation pathway: yeast Mot1-301 growth rescue. S. cerevisiae Mot1-301 growth rescue, ATP luminescence, 38.5C; percent above DMSO median, 100 means doubled. growth rescue, % at 18.8 µM. hit rate 1% among 320,000. AID 2716;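 active means every valid replicate shows activation above 250% relative to neutral control wells; inactive means the rest, any valid replicate at or below 250%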;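 further: OY570 slx delta 5 strain wells were the positive control but not used for scaling; some compounds called inactive have numbers as strong as hits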
phage Ecoli inh: E. coli growth loss with phage present. growth absorbance. inhibition, % at 11.9 µM. hit rate 0.26% among 360,000. AID 651602; in the data active means inhibition above about 11%
Tat transport: inhibitors of E. coli Tat protein transport | E. coli MC4100 TorA-mCherry Tat export, fluorescence | inhibition, % at 10 µM | hit rate 0.036% among 340,000;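 active means mean replicate inhibition at least 50% and at least half of replicates individually reaching 50%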;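 further: exported cargo escapes ClpAP degradation while cytoplasmic cargo is degraded and loses fluorescence; 0% = median of neutral control wells and 100% = median of NaSCN control wells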
HTR5A inv ag: HTR5A inverse agonism, opioid heterodimer counter-screen. P47898. HTR5A cell line, luminescence. inhibition, % at 9.3 µM. hit rate 0.083% among 340,000; in the data active means inhibition mostly above about 23%, no sharp cut-off; inactive means mostly below about 18%;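 further: 0% = cells with DMSO and 100% = no-cell wells with DMSO; some compounds called inactive have numbers as strong as hits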
AddAB inh: less growth of phage-infected E. coli with AddAB; inhibition, % at 11.9 µM; hit rate 0.29% among 330,000; E. coli expressing H. pylori AddAB, absorbance growth; in the data active means inhibition above about 12%;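 further: 0% = vehicle wells of infected cells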
CDK5 inh: CDK5/p35 (human) kinase inhibition; Q00535+Q15078; Recombinant CDK5/p35, ADP-Glo luminescence, 60 min; inhibition, % at 10 µM; hit rate 0.01% among 330,000;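 active means highest replicate inhibition of at least 50% and at least 75% of replicates reaching 50%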;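 further: plate controls were DMSO neutral control for no effect and GW8510 at 10 µM for full effect; many of its hits are not listed in these tables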
Target sequence (Q00535 whole entry, looked up): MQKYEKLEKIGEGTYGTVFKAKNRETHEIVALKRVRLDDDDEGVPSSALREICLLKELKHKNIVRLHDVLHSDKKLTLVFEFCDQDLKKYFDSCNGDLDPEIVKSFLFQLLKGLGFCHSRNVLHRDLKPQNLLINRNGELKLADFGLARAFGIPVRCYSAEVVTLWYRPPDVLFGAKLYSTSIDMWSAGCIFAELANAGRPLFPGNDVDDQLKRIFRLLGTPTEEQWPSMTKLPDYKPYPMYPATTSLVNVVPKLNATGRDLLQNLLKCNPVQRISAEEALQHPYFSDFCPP
Target sequence (Q15078 whole entry, looked up): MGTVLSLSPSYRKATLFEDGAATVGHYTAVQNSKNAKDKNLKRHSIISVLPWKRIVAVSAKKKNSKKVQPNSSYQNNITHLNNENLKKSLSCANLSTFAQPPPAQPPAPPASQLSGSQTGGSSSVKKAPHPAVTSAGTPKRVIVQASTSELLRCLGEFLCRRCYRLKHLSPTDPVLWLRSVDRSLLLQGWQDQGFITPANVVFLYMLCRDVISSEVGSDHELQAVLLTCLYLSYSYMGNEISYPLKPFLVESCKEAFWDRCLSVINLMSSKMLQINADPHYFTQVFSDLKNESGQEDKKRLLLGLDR
Active calls of the source: *. Outcome played no part in choosing rows. About 2.3% of those tested had a hit in this group.

For C=CCN(c1ccccc1)S(=O)(=O)c1ccc(Cl)c(C(=O)OCC(=O)NCCCN2CCCC2=O)c1 the results were PKA-R1A act 1, HTR5A ag 2, DAGLB inhibitor -2, E coli growth -0.2, PKA-R2B activ -7, Mot1-301 SUMO -26, phage Ecoli inh 3.2, Tat transport 9, HTR5A inv ag -4, AddAB inh 1.4 and CDK5 inh 2.4.
Screening COc1cccc(N2CCN(C(=O)c3cc4cc(Cl)ccc4[nH]3)CC2)c1 returned PKA-R1A act -6, HTR5A ag 5, DAGLB inhibitor -3, PKA-R2B activ -3, Mot1-301 SUMO -10, phage Ecoli inh 1.4, Tat transport 6, HTR5A inv ag -21 and CDK5 inh -0.5.
CCN1CCN(Cc2ccc(NC(=O)c3cc(NC(=O)c4nccnc4N)cc(OC)c3)cc2C(F)(F)F)CC1 was read as PKA-R1A act -6, HTR5A ag 2, DAGLB inhibitor -1, E coli growth -1.9, PKA-R2B activ -8, Mot1-301 SUMO 353*, phage Ecoli inh 0.8, Tat transport -7, HTR5A inv ag -12, AddAB inh -0.1 and CDK5 inh 11.
Screening COc1ccc(CCNC(=O)c2cnc(C)cn2)cc1 returned PKA-R1A act 5, HTR5A ag 0, DAGLB inhibitor 1, E coli growth -2.7, PKA-R2B activ -3, Mot1-301 SUMO -11, phage Ecoli inh 3.0, Tat transport -4, HTR5A inv ag -5, AddAB inh -2.5 and CDK5 inh 3.5.
Screening CCOC(=O)N1CCN(C(=O)CCc2ccc(S(=O)(=O)NCCc3ccccc3)cc2)CC1 returned PKA-R1A act -8, HTR5A ag -2, DAGLB inhibitor 0, E coli growth -0.7, PKA-R2B activ 0, Mot1-301 SUMO -14, phage Ecoli inh 3.3, Tat transport 2, HTR5A inv ag -32, AddAB inh 1.0 and CDK5 inh 1.0.
`O=c1cc(CN2CCOCC2)c2cc(Cl)c(O)cc2o1` gave PKA-R1A act 8, HTR5A ag -4, DAGLB inhibitor 1, E coli growth -0.7, PKA-R2B activ -7, Mot1-301 SUMO -1, phage Ecoli inh 1.8, Tat transport 3, HTR5A inv ag 18, AddAB inh 1.3 and CDK5 inh -1.1.
For COc1ccccc1CNC(=O)c1ccccc1C(=O)NC(CC(C)C)C(=O)NCc1ccccc1OC (stereo not given) the results were PKA-R1A act -14, HTR5A ag 3, DAGLB inhibitor 0, E coli growth 0.7, PKA-R2B activ -4, Mot1-301 SUMO 22, phage Ecoli inh 1.9, Tat transport -4, HTR5A inv ag -11 and AddAB inh 0.2.
COc1cc2ccccc2cc1C(=O)NNC(=O)c1ccccc1O was read as PKA-R1A act 12, HTR5A ag 6, DAGLB inhibitor 11, E coli growth 1.6, PKA-R2B activ 8, Mot1-301 SUMO 6, phage Ecoli inh 2.4, Tat transport 3, HTR5A inv ag -22, AddAB inh 6.2 and CDK5 inh -4.2.
Screening CCOc1cccc(C(=O)Nc2ccc3[nH]ncc3c2)c1 returned PKA-R1A act -1, HTR5A ag 1, DAGLB inhibitor 1, E coli growth 0.2, PKA-R2B activ -3, Mot1-301 SUMO 11, phage Ecoli inh 2.4, Tat transport -12, HTR5A inv ag -4, AddAB inh 3.3 and CDK5 inh 1.6.
C=CCSc1nc(-c2ccccc2)c2cc(Cl)ccc2n1 was read as PKA-R1A act 1, HTR5A ag 6, DAGLB inhibitor 0, E coli growth 0.5, PKA-R2B activ 6, Mot1-301 SUMO -9, phage Ecoli inh 4.0, Tat transport -2, HTR5A inv ag -13, AddAB inh 3.8 and CDK5 inh 1.0.
Screening COc1cccc(Cn2cnc3c(NS(=O)(=O)c4cccc(Cl)c4Cl)c(C)c(C)cc32)c1 returned PKA-R1A act -2, HTR5A ag 1, DAGLB inhibitor 0, E coli growth 1.6, PKA-R2B activ -4, Mot1-301 SUMO 411*, phage Ecoli inh 4.2, Tat transport 12, HTR5A inv ag -21, AddAB inh 5.8 and CDK5 inh -0.3.
CC(=O)c1cn(CC(=O)NCC2CCCO2)c2ccccc12 (stereo not given) was read as PKA-R1A act 6, HTR5A ag -1, DAGLB inhibitor 0, E coli growth -0.8, PKA-R2B activ -5, Mot1-301 SUMO -11, phage Ecoli inh 3.0, Tat transport 3, HTR5A inv ag -28, AddAB inh 1.8 and CDK5 inh 0.9.
Screening Cc1cc(C)cc(N(C(=O)c2csnn2)C(C(=O)NC2CCCCC2)c2cccnc2)c1 (stereo not given) returned PKA-R1A act -4, HTR5A ag 4, DAGLB inhibitor 0, E coli growth -2.7, PKA-R2B activ 4, Mot1-301 SUMO 2, phage Ecoli inh 0.3, Tat transport 2, HTR5A inv ag -13, AddAB inh -0.5 and CDK5 inh -1.1.
CCOc1ccc(N2CC(C(=O)Nc3cccnc3)CC2=O)cc1 (stereo not given) was read as PKA-R1A act -8, HTR5A ag -2, DAGLB inhibitor 2, E coli growth 0.8, PKA-R2B activ -4, Mot1-301 SUMO 1, phage Ecoli inh 2.3, Tat transport -7, HTR5A inv ag 4, AddAB inh 1.3 and CDK5 inh -0.4.
For COc1cc(/C=N/NC(=S)N/N=C/c2cc(OC)c(OC)c(OC)c2)cc(OC)c1OC the results were PKA-R1A act 0, HTR5A ag 0, DAGLB inhibitor 1, E coli growth 0.4, PKA-R2B activ -9, Mot1-301 SUMO -3, phage Ecoli inh 1.7, Tat transport 17, HTR5A inv ag -2, AddAB inh 1.1 and CDK5 inh -6.3.

Reprinted at random: two compounds from above.
CCOc1ccc(N2CC(C(=O)Nc3cccnc3)CC2=O)cc1 (stereo not given) was read as PKA-R1A act -8, HTR5A ag -2, DAGLB inhibitor 2, E coli growth 0.8, PKA-R2B activ -4, Mot1-301 SUMO 1, phage Ecoli inh 2.3, Tat transport -7, HTR5A inv ag 4, AddAB inh 1.3 and CDK5 inh -0.4.
For COc1ccccc1CNC(=O)c1ccccc1C(=O)NC(CC(C)C)C(=O)NCc1ccccc1OC (stereo not given) the results were PKA-R1A act -14, HTR5A ag 3, DAGLB inhibitor 0, E coli growth 0.7, PKA-R2B activ -4, Mot1-301 SUMO 22, phage Ecoli inh 1.9, Tat transport -4, HTR5A inv ag -11 and AddAB inh 0.2.

More compounds.
CCOc1ccc(C(=O)N2CCN(c3cccc(Cl)c3)CC2)cc1 was read as PKA-R1A act 6, HTR5A ag -2, DAGLB inhibitor -7, E coli growth 0.3, PKA-R2B activ 2, Mot1-301 SUMO 228, phage Ecoli inh 2.3, Tat transport -13, HTR5A inv ag 15, AddAB inh -0.1 and CDK5 inh -1.1.
Screening CC(NC(=O)CCN1C(=O)c2ccccc2C1=O)c1ccccc1 (stereo not given) returned PKA-R1A act -1, HTR5A ag -2, DAGLB inhibitor 2, E coli growth -1.0, PKA-R2B activ -11, Mot1-301 SUMO 7, phage Ecoli inh 0.6, Tat transport 3, HTR5A inv ag -24, AddAB inh 2.7 and CDK5 inh -0.8.
For O=C(CN1CCN(Cc2ccccc2)C1=O)NCc1cccs1 the results were PKA-R1A act -2, HTR5A ag 4, DAGLB inhibitor -2, E coli growth -1.5, PKA-R2B activ -9, Mot1-301 SUMO 95, phage Ecoli inh 0.5, Tat transport 2, HTR5A inv ag -11, AddAB inh -0.3 and CDK5 inh -0.1.
`CCC(=O)NCCc1nc2ccccc2n1CC` gave PKA-R1A act -3, HTR5A ag 0, DAGLB inhibitor -3, E coli growth -0.2, PKA-R2B activ -8, Mot1-301 SUMO 94, phage Ecoli inh 3.8, Tat transport 0, HTR5A inv ag 29, AddAB inh -1.4 and CDK5 inh -0.5.
`O=C(CSc1nc(=O)n(CCCN2CCOCC2)c2c1CCC2)Nc1cccc(F)c1` gave PKA-R1A act 5, HTR5A ag 5, DAGLB inhibitor 0, E coli growth -2.4, PKA-R2B activ 0, Mot1-301 SUMO 3, phage Ecoli inh 3.5, Tat transport 13, HTR5A inv ag -11, AddAB inh 0.3 and CDK5 inh -11.
CCCC(=O)Nc1cccc(NC(=S)NC(=O)C(C)Oc2ccc(Cl)cc2Cl)c1 (stereo not given) was read as PKA-R1A act -6, HTR5A ag 2, DAGLB inhibitor -9, E coli growth -0.9, PKA-R2B activ -13, Mot1-301 SUMO 5, phage Ecoli inh 2.5, Tat transport 13, HTR5A inv ag -12, AddAB inh 3.5 and CDK5 inh -0.5.
Screening COc1ccc(CCNC(=O)CSc2n[nH]c(C)c2[N+](=O)[O-])cc1OC returned PKA-R1A act -5, HTR5A ag 4, DAGLB inhibitor 1, E coli growth -3.5, PKA-R2B activ 0, Mot1-301 SUMO -3, phage Ecoli inh -0.7, Tat transport 0, HTR5A inv ag -10, AddAB inh -3.6 and CDK5 inh -3.2.
Cc1cccc(NC(=S)NCCN(C2CCCCC2)C2CCCC2)c1 was read as PKA-R1A act -8, HTR5A ag -3, DAGLB inhibitor -1, E coli growth -0.2, PKA-R2B activ -5, Mot1-301 SUMO -2, phage Ecoli inh 3.1, Tat transport 0, HTR5A inv ag -12, AddAB inh -3.4 and CDK5 inh 0.7.
CC(C(=O)Nc1ccccc1-c1ccccc1)N1CCOCC1 (stereo not given) was read as PKA-R1A act -19, HTR5A ag -3, DAGLB inhibitor 0, E coli growth 1.0, PKA-R2B activ -1, Mot1-301 SUMO 25, phage Ecoli inh 0.0, Tat transport -1, HTR5A inv ag 12, AddAB inh -0.7 and CDK5 inh 2.5.
For NS(=O)(=O)c1ccc(NC(=O)COc2ncnc3sccc23)cc1 the results were PKA-R1A act -4, HTR5A ag 8, DAGLB inhibitor 0, E coli growth -0.4, PKA-R2B activ 3, Mot1-301 SUMO 2, phage Ecoli inh -1.1, Tat transport 8, HTR5A inv ag 9, AddAB inh 1.3 and CDK5 inh -1.8.
Cn1c(=O)c2c(nc(NCC(O)CO)n2CCc2ccccc2)n(C)c1=O (stereo not given) was read as PKA-R1A act 9, HTR5A ag 2, DAGLB inhibitor -2, E coli growth 0.3, PKA-R2B activ 3, Mot1-301 SUMO 0, phage Ecoli inh 1.4, Tat transport 3, HTR5A inv ag 4, AddAB inh 1.9 and CDK5 inh 0.9.
CCCn1c(N)c(C(=O)CSc2n[nH]c(-c3ccccc3F)n2)c(=O)n(C)c1=O was read as PKA-R1A act -6, HTR5A ag 12, DAGLB inhibitor -1, E coli growth -2.5, PKA-R2B activ -1, Mot1-301 SUMO -11, phage Ecoli inh 1.1, Tat transport -7, HTR5A inv ag -30, AddAB inh 1.8 and CDK5 inh -0.6.
For CSc1nnc(CSc2cc(C)nc(N(C)C)n2)o1 the results were PKA-R1A act 10, HTR5A ag 0, DAGLB inhibitor -4, E coli growth 0.2, PKA-R2B activ -3, Mot1-301 SUMO 8, phage Ecoli inh 3.9, Tat transport 4, HTR5A inv ag -12, AddAB inh 2.1 and CDK5 inh 0.4.
For COc1ccc(CCNC(=O)C2(C)CCC(=O)N2CCC(C)C)cc1OC (stereo not given) the results were PKA-R1A act 1, HTR5A ag -5, DAGLB inhibitor 0, E coli growth -0.1, PKA-R2B activ -11, Mot1-301 SUMO 6, phage Ecoli inh 3.3, Tat transport -14, HTR5A inv ag 14, AddAB inh 2.6 and CDK5 inh -2.4.
`NC(=O)c1ccc(NC(=O)CN2CCN(C(=O)c3ccco3)CC2)cc1` gave PKA-R1A act -7, HTR5A ag 2, DAGLB inhibitor 3, E coli growth -0.4, PKA-R2B activ -4, Mot1-301 SUMO -4, phage Ecoli inh 3.3, Tat transport 1, HTR5A inv ag -7, AddAB inh 2.0 and CDK5 inh 0.7.
